Compound activity as filed in PubChem BioAssay.
ARFGAP1 inhibitor – inhibits rat ARF GTPase activating protein 1; Q62848; Arfgap1-stimulated ARF1 GTP hydrolysis, GDP FP detection; inhibition, % at 16.5 µM; 360,000 compounds, 0.26% hits;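 active = inhibition above a per-plate limit, mean inhibition of low control wells plus 3 SD, cut at about 25% in these data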;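 note: 0% = DMSO wells with enzyme and 100% = wells lacking Arfgap1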
Target sequence (Q62848 1-136 limits assumed): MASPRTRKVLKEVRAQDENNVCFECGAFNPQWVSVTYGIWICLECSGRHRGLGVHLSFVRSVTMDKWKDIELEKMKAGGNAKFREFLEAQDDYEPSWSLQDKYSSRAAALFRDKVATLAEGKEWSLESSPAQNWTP
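Repeats: one replicate per compound; assay system: rat Arfgap1 catalytic domain, aa 1-136; times: enzyme reaction 120 min at 25 °C after 20 min preincubation; detection: FP of antibody-bound GDP Alexa 633 tracer, ex 620/em 688 nm; benchmarks: high control wells lacking Arfgap1, low control full reaction with DMSO; reagent: human ARF1(Δ1-17)-GTP substrate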
ADAM17 inh – ADAM17 inhibition, QFRET primary screen; P78536; recombinant ADAM17, EDANS/DABCYL FRET peptide cleavage; inhibition, % at 6.95 µM; 370,000 compounds, 0.83% hits; AID 720648;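 active = inhibition above the mean of compounds lying between control limits plus 3 SD, set per campaign, cut at about 8.5% in these data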;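 note: 0% = DMSO-only wells as the low control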
PLC-gamma1 inh – PLC-gamma1 (human) inhibition, primary screen. P19174. inhibition, % at 12.2 µM. 370,000 compounds, 0.84% hits. AID 720700. purified PLC-gamma1, fluorogenic substrate, fluorescence; in the data active = inhibition above about 9.5%
PLCb3 inh – inhibitors of human phospholipase C beta3; Q01970; Purified PLC-beta3, fluorogenic substrate, fluorescence; inhibition, % at 12.2 µM; 370,000 compounds, 0.18% hits; in the data active = inhibition above about 11%;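 note: 0% = median of compound wells on plate and 100% = full blocker control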
UHRF1 binding – blocks human UHRF1 binding to methylated DNA. Q96T88. inhibition, % at 4.4 µM. 370,000 compounds, 0.75% hits. AID 687016. UHRF1 binding to methylated oligo, TR-FRET; in the data active = inhibition above about 21%;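 note: UHRF1 SRA domain binding a hemimethylated CpG hairpin DNA probe; 0% = median of test compound wells and 100% = reference inhibitor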
KLK7 zymogen act – proKLK7 (human) activation, primary screen; 370,000 compounds, 0.9% hits; activation, % at 7 µM; P49862; purified proKLK7, EDANS-DABCYL substrate fluorescence; 100% is mature enzyme control, 0% vehicle; AID 652039;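 active = activation above the mean of all tested compounds plus 3 SD, computed per campaign excluding outliers beyond control limits, cut at about 13% in these data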
DDE Tn6 FP inh – inhibitors of Tn6 peptide binding to human fibrin DD(E) | P02675 | Fibrin DD(E) TRITC-Tn6 fluorescence polarization displacement | inhibition, % at 8.3 µM | 370,000 compounds, 0.21% hits;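 active = inhibition above a per-campaign cutoff: mean of compounds within control limits plus 3 SD, cut at about 15% in these data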;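 note: 0% = median of all compound wells on the plate and 100% = blocking peptide control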
ASAP1 GAP inh – inhibitors of human ASAP1 ArfGAP activity; Q9ULH1; ASAP1-stimulated ARF1 GTP hydrolysis, GDP FP detection; inhibition, % at 16.5 µM; 360,000 compounds, 0.19% hits; AID 624377; in the data active = inhibition above about 25%;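 note: 0% = vehicle with enzyme and substrate and 100% = no enzyme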
Target sequence (Q9ULH1 325-724 limits assumed): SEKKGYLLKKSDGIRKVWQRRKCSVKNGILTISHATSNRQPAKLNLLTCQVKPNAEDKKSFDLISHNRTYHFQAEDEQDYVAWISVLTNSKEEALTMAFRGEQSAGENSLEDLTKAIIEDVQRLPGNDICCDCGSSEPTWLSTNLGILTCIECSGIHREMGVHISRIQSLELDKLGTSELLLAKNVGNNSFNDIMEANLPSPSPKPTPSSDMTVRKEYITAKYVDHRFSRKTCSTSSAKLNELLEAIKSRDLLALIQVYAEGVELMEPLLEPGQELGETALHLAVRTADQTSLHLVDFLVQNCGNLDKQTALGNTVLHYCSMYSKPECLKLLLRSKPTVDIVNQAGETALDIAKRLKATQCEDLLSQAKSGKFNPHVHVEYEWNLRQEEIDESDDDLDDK
Tn7 DDE FP – disrupts Tn7 cyclic peptide binding to fibrin D-Dimer-E complex | 370,000 compounds, 0.13% hits | AID 720508 | FP displacement of FITC-Tn7 peptide from fibrin DD(E); 0% = median of compound wells per plate | inhibition, % at 8.3 µM;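 active = inhibition above the mean of compounds falling within the control limits plus 3 SD of them, cut at about 14% in these data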;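 note: 0% = plate median of compound wells and 100% = 10 µM Aha-Tn7 peptide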
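Assay system: Fibrin-DD(E) protein isolated from polymerized human fibrin clots; read-out basis: percent inhibition; medium: Tris/NaCl/CaCl2 buffer, pH 7.8; signal: FP measurement; incubation: 10 min plus 3 h, room temperature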
MBD2 DNA inh – blocks human MBD2 binding to methylated DNA. 370,000 compounds, 0.31% hits. TR-FRET, MBD2 binding to methylated oligonucleotide. inhibition, % at 4.4 µM. Q9UBB5; in the data active = inhibition above about 13%
Target sequence (Q9UBB5 whole entry, looked up): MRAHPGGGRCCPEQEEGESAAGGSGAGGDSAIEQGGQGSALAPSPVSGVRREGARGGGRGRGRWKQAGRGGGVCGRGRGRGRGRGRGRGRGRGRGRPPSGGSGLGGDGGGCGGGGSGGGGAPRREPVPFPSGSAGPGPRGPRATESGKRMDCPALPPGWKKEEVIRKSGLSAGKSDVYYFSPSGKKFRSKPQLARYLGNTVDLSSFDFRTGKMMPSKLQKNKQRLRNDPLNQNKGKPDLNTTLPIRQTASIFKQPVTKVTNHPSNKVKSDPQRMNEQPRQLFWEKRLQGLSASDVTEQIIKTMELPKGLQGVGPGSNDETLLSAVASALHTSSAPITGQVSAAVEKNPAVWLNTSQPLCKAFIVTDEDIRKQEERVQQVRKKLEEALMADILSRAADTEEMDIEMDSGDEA
* marks the source's active call; other numbers are inactive results; . = not tested or not shown. This is a random part of the collection. Share with any hit: about 4.1%.

SMILES	ARFGAP1 inhibitor	ADAM17 inh	PLC-gamma1 inh	PLCb3 inh	UHRF1 binding	KLK7 zymogen act	DDE Tn6 FP inh	ASAP1 GAP inh	Tn7 DDE FP	MBD2 DNA inh
COC(=O)[C@]12C[C@H](CC(=O)NCc3ccc(C)o3)C(=O)N(CCc3ccc(OC)c(OC)c3)C1=C[C@H](C(C)C)O[C@@H]2C1CC1	.	-4	1	0	0	0.4	2	.	-2	0
O=C(CCc1nc2ccccc2[nH]1)Nc1ccccc1F	-4	0	4	5	1	0.1	3	1	-3	0
Cc1ccc(C(O)c2ncc(-c3ccc4ccccc4c3)[nH]2)c(C)c1 (stereo unspecified)	4	-5	-13	-15	-1	-0.9	1	-1	2	-5
C#CCOCCOCCOCCNc1nc(N2CCN(C(=O)[C@H](CCCCN)n3cc([C@@H](N)[C@H](C)CC)nn3)CC2)nc(N2CCN(C(=O)[C@H](CCCCN)n3cc([C@@H](N)CC(N)=O)nn3)CC2)n1	1	-3	2	2	2	0.4	1	8	-6	-1
O=C1c2ccccc2CCC12N=NCC2c1ccccc1 (stereo unspecified)	3	3	-3	-4	-2	-0.5	-1	-5	5	-3
CNc1nc(N)c(C(=O)C23CC4CC(CC(C4)C2)C3)s1	-5	1	5	9	-1	0.0	1	6	8	-5
CN1CCN(c2ncnc3c2cnn3-c2ccc(Cl)cc2)CC1	4	-1	9	9	0	-0.1	3	-14	-2	-10
COc1cc2[nH]c3c(Cl)ncnc3c2cc1OC	12	-3	-22	-27	3	-0.1	-4	10	-4	3
O=C(NCc1cccs1)c1ccc2nc([C@@H]3O[C@H](CO)[C@H](O)[C@H](O)[C@H]3O)[nH]c2c1	-5	-3	-1	2	0	0.5	-3	-7	-4	0
O=[N+]([O-])c1ccc(/C=N/Nc2ncccc2[N+](=O)[O-])s1	4	-5	-2	-10	-1	0.3	-8	2	3	-5
COc1ccc(C(=O)C2CCCN(C(=O)C3CCOCC3)C2)c(C)c1 (stereo unspecified)	3	4	2	1	-2	-1.1	-5	5	-4	-6
COc1ccc2c(c1)C(c1ccc(Cl)cc1)NC(=O)C2 (stereo unspecified)	0	2	6	-2	0	-0.1	9	5	-1	-3
Cn1cc(CN(CCO)Cc2cccs2)c(-c2cccc(Cl)c2)n1	1	-3	2	-15	-2	0.0	1	6	-2	-5
O=C(NCCCNCc1ccccc1)/C(=N\O)c1ccccc1	-1	-1	-4	-2	4	-0.4	0	1	8	4
Cc1ccc(CCNC(=O)c2nnn(-c3cc(C)cc(C)c3)c2N)cc1	5	2	-1	2	1	0.4	4	-3	3	-4
Cn1nc(C(=O)Oc2cc(=O)n(C)c3ccccc23)c2ccccc2c1=O	13	1	0	-1	7	0.1	-2	-10	-16	-7
CC1=C(C(=O)NC2CCCc3c2cnn3-c2cccc(C)c2C)OCCO1 (stereo unspecified)	2	-3	1	-9	-1	0.2	2	0	11	-2
Cc1ccc(-c2c[n+](CC(=O)Nc3cc(=O)n(C)c(=O)n3C)c3n2CCC3)cc1	5	-1	3	0	-1	-0.7	-6	4	-10	-7
COc1ccc(C(=O)COC(=O)/C=C/c2ccccc2)c(OC)c1	9	1	-8	-6	4	-0.8	2	-3	3	-1
COC(=O)c1ccccc1NC(=O)C1CCCN(S(C)(=O)=O)C1 (stereo unspecified)	1	-6	-3	0	3	0.6	8	-18	4	1
Cc1nn(C(C)C(=O)NCc2cccs2)c(C)c1[N+](=O)[O-] (stereo unspecified)	3	-4	-1	-6	0	0.1	10	2	4	-1
COc1cccc(NC(=O)CN2CCC(C)CC2)c1	11	-3	3	0	1	0.0	-1	-8	-7	7
COc1ccc(Nc2ncnc3sc(C)cc23)c(OC)c1	2	-2	-4	-10	1	1.1	-2	-8	14	1
COc1ccc(/C(C)=N/OCC(=O)Nc2nc3ccccc3s2)cc1	-2	5	-126	1	-4	0.3	-4	4	2	-4
Cc1ccc(NC(=O)C2CCCN2S(=O)(=O)c2ccc3c(c2)n(C)c(=O)c(=O)n3C)c(C)c1 (stereo unspecified)	7	-3	0	-5	0	0.4	14	-1	1	2

Other results:
SMILES	ARFGAP1 inhibitor	ADAM17 inh	PLC-gamma1 inh	PLCb3 inh	UHRF1 binding	KLK7 zymogen act	DDE Tn6 FP inh	ASAP1 GAP inh	Tn7 DDE FP	MBD2 DNA inh
CCOC(=O)c1nn(-c2ccc(OC)cc2)c(=O)c2c(N)scc12	-4	0	-25	-23	4	-0.1	3	-4	7	-6
CCCCn1c(N)c(N(CC(C)C)C(=O)c2cccc(-n3cnnn3)c2)c(=O)[nH]c1=O	1	-2	5	0	-2	0.0	-1	-15	-5	2
CN1C(=O)c2cc(NC(=O)Nc3ccccc3)ccc2OC[C@H]2O[C@@H](CC(=O)NCC(F)(F)F)CC[C@@H]21	.	-10	5	3	5	0.6	-3	.	3	4
COCCn1c(C)cc(C(=O)COC(=O)C2CC(=O)N(CCc3ccc(OC)c(OC)c3)C2)c1C (stereo unspecified)	2	0	-6	-3	-2	0.5	-3	-11	1	1
COc1cc(OC)c2c3c(c(C4CCCCC4)nc2c1)CCCC3	-5	-6	-35	-38	0	-1.6	7	7	6	-1
CSc1ccccc1NC(=O)CN(C1CCCCC1)S(C)(=O)=O	-12	1	5	1	-2	-0.4	-5	3	7	-6
CC(C)c1nc2sc3c(NCc4ccco4)ncnc3c2c2c1COC(C)(C)C2	8	-11	-7	-13	6	-0.5	-10	-3	0	7
CCOC(=O)CSc1cc(=O)n(CC)c2ccccc12	5	-10	10*	2	1	-0.4	-2	21	-5	2
COC(=O)c1[nH]c2cccc(Cl)c2c1NC(=O)CN1CCN(CCO)CC1	-3	-4	-3	-5	2	0.1	1	8	-1	-1
CS(=O)(=O)N(CC(=O)Nc1ccccc1C(=O)N1CCOCC1)c1ccccc1	5	0	0	-1	-4	0.3	-6	-6	-7	-2
C=CCNC(=O)NCC1CCN(Cc2ccc(OC)cc2)CC1	.	2	2	0	6	-0.1	2	.	-2	-2
Cc1ccc(NC(=S)NCc2ccccc2)c(C)c1	7	2	3	1	1	1.4	2	-12	-5	-1
COc1cc(C(=O)N/N=C(\c2ccccc2)c2ccccn2)cc(OC)c1OC	8	1	8	3	4	-0.8	5	5	-5	4
CCOc1cc(N2CCOCC2)c(OCC)cc1NC(=O)COc1ncnc2ccccc12	-7	-4	-1	2	1	-0.2	0	-11	-3	2
O=C(Nc1nc(-c2ccc(F)c(F)c2)cs1)C1=COCCO1	1	3	0	-5	-1	0.2	-6	10	2	2
CCOC(=O)Cn1nc(C)n(-c2c(C)cccc2C)c1=O	4	2	2	3	-2	-0.2	1	0	1	2
Fc1ccc(-c2nc3ccc(Cl)cn3c2Cc2ccsc2)cc1	-5	-8	-15	-18	6	-0.2	6	-2	-3	4
CCOc1ccc(NC(=O)C(C)Sc2nnnn2C)cc1 (stereo unspecified)	2	4	7	4	2	0.2	0	9	2	-4
Cc1cccc(C(=Cc2ccc([N+](=O)[O-])cc2)C(=O)O)c1	9	-2	1	-4	1	0.5	1	-7	-3	2
C[C@@H]1CN([C@H](C)CO)C(=O)CCCn2nncc2CO[C@@H]1CN(C)S(=O)(=O)c1ccc2ccccc2c1	1	-2	0	2	-3	1.2	0	17	-7	2
COc1ccc(CCNC(=O)c2cc(=O)c3ccc(C)cc3o2)cc1OC	0	-5	2	-1	0	0.0	-4	-3	10	3
CCCCn1c(N)c(N(CCOC)C(=O)c2cc(-c3ccccc3)nc3ccccc23)c(=O)[nH]c1=O	-7	-8	-7	-10	0	0.0	-1	-5	1	-1
COCCSc1ccccc1C(=O)N1CCN(c2ccccc2OC)CC1	3	-1	2	-3	4	0.3	11	-4	-1	-3
O=C(CSc1nc2ccccc2nc1N1CCCCC1)N1CCN(c2ccccc2)CC1	4	-4	-18	-21	-2	-0.8	0	-7	5	-1
COc1ccccc1N1C(=O)C2C3C=CC(C3)C2(C)C1=O (stereo unspecified)	10	-5	2	3	1	-0.1	0	4	-5	3

A different layout for some results above.
ARFGAP1 inhibitor	ADAM17 inh	PLC-gamma1 inh	PLCb3 inh	UHRF1 binding	KLK7 zymogen act	DDE Tn6 FP inh	ASAP1 GAP inh	Tn7 DDE FP	MBD2 DNA inh	SMILES
-5	-6	-35	-38	0	-1.6	7	7	6	-1	COc1cc(OC)c2c3c(c(C4CCCCC4)nc2c1)CCCC3
10	-5	2	3	1	-0.1	0	4	-5	3	COc1ccccc1N1C(=O)C2C3C=CC(C3)C2(C)C1=O (stereo unspecified)

(further entries)
SMILES	ARFGAP1 inhibitor	ADAM17 inh	PLC-gamma1 inh	PLCb3 inh	UHRF1 binding	KLK7 zymogen act	DDE Tn6 FP inh	ASAP1 GAP inh	Tn7 DDE FP	MBD2 DNA inh
CCN(CC)Cc1c(O)ccc2occ(C(=O)c3ccc(OC)cc3)c12	2	0	-1	-2	-4	0.3	-1	-6	-4	-3
CC1(C)C2CCC1(CS(=O)(=O)N1CCCC1C(=O)O)C(=O)C2 (stereo unspecified)	-11	-9	5	1	2	0.1	1	-18	1	-4
CC(=O)N1CCN(C(=O)c2ccc(Cl)c(S(=O)(=O)N3CCCCCC3)c2)CC1	-1	1	-1	-5	-1	0.0	3	-9	7	-5
O=C(C(=O)N1CCN(c2ccc(F)cc2)CC1)N1CCCCC1	-5	-5	-1	0	1	-0.5	7	-13	-1	-2

Just ARFGAP1 inhibitor (3 entries from above):
compound | ARFGAP1 inhibitor
CC1(C)C2CCC1(CS(=O)(=O)N1CCCC1C(=O)O)C(=O)C2 (stereo unspecified) | -11
CCN(CC)Cc1c(O)ccc2occ(C(=O)c3ccc(OC)cc3)c12 | 2
O=C(C(=O)N1CCN(c2ccc(F)cc2)CC1)N1CCCCC1 | -5
